HTR1E antagonist: 5-HT1E receptor antagonists, primary screen, cell-based, HTS; 5-hydroxytryptamine receptor 1E (Homo sapiens), P28566; CHO 5-HT1E Ga15 NFAT-bla reporter, FRET, antagonist; inhibition, % at 6 µM; 65,000 compounds, 0.99% hits;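 active = inhibition above a set limit, the mean inhibition across every tested compound plus 3 SD, cut at about 29% in these data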;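 also: signal is the 460 over 535 nm emission ratio of beta-lactamase substrate; 0% = agonist plus DMSO wells and 100% = wells without agonist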
Target sequence (P28566 whole entry, looked up): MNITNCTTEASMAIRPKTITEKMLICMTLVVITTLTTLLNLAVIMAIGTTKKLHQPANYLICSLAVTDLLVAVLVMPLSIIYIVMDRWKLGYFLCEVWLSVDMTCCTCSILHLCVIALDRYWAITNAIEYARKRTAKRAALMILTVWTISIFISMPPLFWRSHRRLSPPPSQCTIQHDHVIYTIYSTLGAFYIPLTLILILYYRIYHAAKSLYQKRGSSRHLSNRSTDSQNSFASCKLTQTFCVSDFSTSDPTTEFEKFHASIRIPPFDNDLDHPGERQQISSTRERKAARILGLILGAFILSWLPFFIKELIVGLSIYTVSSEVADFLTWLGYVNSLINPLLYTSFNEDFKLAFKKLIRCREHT
A340 absorber: compound light absorbance at 340 nm, profiling panel, artefact control, biochemical, MLSMR library, data from PS, PMK, MK assays. 65,000 tested, under 10 active. compound absorbance at 340 nm, fold over control. fold change at 10 µM. AID 708, 2007;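 active = at 10 µM dose, initial 340 nm absorbance at least 2 fold that of control wells; inactive = change under 2 fold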;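 also: initial absorbance extrapolated from kinetic A340 decline of NADH oxidation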
Autofluor 339: intrinsic fluorescence of library compounds, ex339/em460 – biochemical, MLSMR library, data from DPM-DC assay, artefact control, profiling panel; compound autofluorescence, ex339/em460 nm, NADH buffer; hits give high values; 1 = no-compound wells, NADH background; fluorescence fold increase at 10 µM; 65,000 compounds, 5.5% hits;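 active = at 10 µM, mean starting fluorescence two-fold or more over control wells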;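 also: signal is the first read of a kinetic run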
S1P3 agonist: human S1P3 receptor agonists, primary screen, cell-based, primary and confirmation, NFAT-BLA reporter; Sphingosine 1-phosphate receptor 3 (Homo sapiens), Q99500; S1P3 NFAT-BLA reporter cells, agonism, FRET ratio; relative to 1 µM S1P, basal subtracted; activation, % at 4.5 µM; 60,000 compounds, 0.1% hits; AID 373, 2006;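 active = activation above the screen-wide mean plus 3 SD, cut at about 4.5% in these data, passing the limit was not always enough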; also: some compounds called inactive have numbers as strong as hits
Target sequence (Q99500 whole entry, looked up): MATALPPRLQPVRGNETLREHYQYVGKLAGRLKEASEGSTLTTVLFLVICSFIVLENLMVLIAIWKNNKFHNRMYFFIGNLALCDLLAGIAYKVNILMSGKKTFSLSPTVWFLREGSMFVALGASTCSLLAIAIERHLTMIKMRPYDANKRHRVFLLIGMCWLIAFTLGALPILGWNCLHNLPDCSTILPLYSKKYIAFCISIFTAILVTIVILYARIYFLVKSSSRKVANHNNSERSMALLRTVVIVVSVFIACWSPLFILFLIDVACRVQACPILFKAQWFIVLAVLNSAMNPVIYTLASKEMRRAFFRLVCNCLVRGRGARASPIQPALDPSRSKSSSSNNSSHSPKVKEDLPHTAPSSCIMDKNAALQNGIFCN
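Assay system: stable CHO line with human S1P3, Gα16, NFAT-BLA reporter; Detection: FRET β-lactamase substrate fluorescence, excitation 405 nm, 460/535 nm emission ratio, background-subtracted; Read-out: percent activation versus median 1 µM S1P response, basal-subtracted, per plate; Incubation: cells plated overnight, compound 4 h 37 °C, substrate 2 h RT.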
S1P1 ag pot: S1P1 agonists and agonism potentiators, primary screen, cell-based, primary and confirmation screens, CRE-bla reporter. Sphingosine 1-phosphate receptor 1 (Homo sapiens), P21453. S1P1 CRE-bla cells, forskolin, beta-lactamase FRET, potentiator mode; S1P1 agonist co-added at EC20, 2 nM; 100% = saturating reference agonist, 0% = basal. activation, % at 9.5 µM. 56,000 compounds, 0.57% hits;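 active = activation above a cutoff set at the mean activation of all tested compounds plus 3 SD, cut at about 54% in these data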;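 also: forskolin at 4 µM as EC80 and the EC20 agonist is SEW2871; 100% = SEW2871 at its EC100 plus forskolin at EC80; some compounds past the cut are filed as inactive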
HER2 expr 66K: inhibitors of Her2 protein expression, primary screen, SKBR-3 cells, AlphaScreen, 66K library. 65,000 compounds, 0.69% hits. SKBR-3 HER2 protein level, 18-24 h; hits give low values. AID 645, 2007. HER2 level % of control, % at 10 µM. Receptor tyrosine-protein kinase erbB-2 (Homo sapiens), P04626;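 active = HER2 level under 5% of the carrier-only control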;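 also: 100% = DMSO carrier and 0% = 500 nM PU-H71 HSP90 inhibitor; lower value means stronger loss of Her2 protein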
5HT1a antag: human 5-HT1a receptor antagonists, primary screen, cell-based, CHO, Ga15 NFAT-bla reporter; CHO 5-HT1a Ga15 NFAT-bla reporter, antagonist mode; 62,000 compounds, 0.68% hits; AID 612, 2007; 5-hydroxytryptamine receptor 1A (Homo sapiens), P08908; inhibition, % at 10 µM;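 active = inhibition above the mean of all tested compounds plus 3 SD, cut at about 43% in these data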;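 also: receptor stimulated by 5-CT agonist at 100 nM near EC80; beta-lactamase reporter measured by ratiometric fluorescence of a cleavable substrate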
5HT1E ag: 5-HT1E receptor agonists, primary screen, cell-based, HTS; 65,000 compounds, 0.69% hits; CHO 5-HT1E Ga15 NFAT-bla reporter, FRET; 0% DMSO wells, 100% control agonist wells; activation, % at 6 µM;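 active = activation above a set limit, the screen-wide mean activation plus 3 SD, cut at about 8.5% in these data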;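 also: 100% = positive control agonist at 1 µM giving full maximal response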
MMP13 inh: human MMP13 inhibitors, primary screen, biochemical, FRET peptide cleavage; MMP-13 fTHP FRET cleavage, Mca fluorescence; inhibition, % at 4 µM; 65,000 compounds, 0.07% hits;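 active = inhibition above the mean of compound-free control plate wells plus 3 SD, cut at about 14% in these data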;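 also: 0% = DMSO wells and 100% = wells with reference MMP-13 inhibitor after basal subtraction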
* = called active by the depositor; · = not tested or not shown; [ ] = remark or other dose. No enrichment for hits. About 8.5% of those tested had a hit in this group.

SMILES | HTR1E antagonist | A340 absorber | Autofluor 339 | S1P3 agonist | S1P1 ag pot | HER2 expr 66K | 5HT1a antag | 5HT1E ag | MMP13 inh
COc1cc(SC)ccc1C(=O)Nc1ccc(S(=O)(=O)N2CCCC2)cc1 | 5.1 | 1.04 | 1.15 | -0.5 | -3.5 | 57.2 | 2.6 | 0.9 | -7.7
O=C(Nc1nnc(-c2ccco2)s1)c1ccccc1 | 0.6 | 1.18 | 1.11 | -0.9 | -11.5 | 55.6 | 4.8 | 0.4 | -11.3
COc1ccc(OC)c(S(N)(=O)=O)c1 | -2.9 | 1.03 | 1.14 | 0.4 | -25.2 | 95.2 | 2.2 | 0.8 | 4.6
C/C(Cl)=C\Cn1c(Nc2ccc(C)cc2)nc2c1c(=O)n(C)c(=O)n2C | -2.8 | 0.99 | 1.07 | -0.3 | -16.3 | 89.5 | 3.6 | 0.7 | 2.6
O=c1cc2n(c(=O)[nH]1)CCC1=C2CCCC1 | 7.4 | 1.02 | 1.14 | -1.1 | -2.4 | 71.1 | 0.8 | -0.8 | 3.9
O=C(Cc1ccccc1)N(c1ccc(F)cc1)C1C=CS(=O)(=O)C1 (configuration not stated) | 0.1 | 0.98 | 1.09 | -0.8 | -4.4 | 94.0 | -2.2 | -0.2 | 5.1
O=C(CCSCCC(=O)NCc1cccs1)NCc1cccs1 | 8.7 | 1.04 | 1.11 | -0.5 | 2.5 | 70.7 | 13.2 | -1.1 | 5.1
O=C1CCc2nc3ccccc3c(=O)n2N1 | -13.0 | 1.04 | 1.15 | -0.8 | -12.4 | 82.3 | · | 0.1 | 4.1
Cc1ccc(C(=O)CC2(O)C(=O)N(Cc3ccccc3)c3ccccc32)o1 (configuration not stated) | -0.9 | 1.05 | 1.12 | 0.3 | -15.2 | 100.6 | 12.0 | 0.3 | 1.1
CCOC(=O)c1cnc(SCC(=O)N2CCN(C(=O)c3ccco3)CC2)nc1N | -7.3 | 1.01 | 1.08 | -0.1 | -2.9 | 107.0 | -7.4 | 0.0 | 4.1
CC1(C)CC(=O)CC(C)(C)N1OC(=O)c1ccccn1 | -3.9 | 0.98 | 1.04 | -0.7 | 1.7 | 112.7 | 0.0 | -1.1 | 0.2
CCSc1nc2c(c(=O)[nH]1)C(c1ccccn1)C1=C(CC(C)(C)CC1=O)N2 (configuration not stated) | -6.8 | 1.08 | 2.24* | · | · | 76.6 | 4.4 | 0.2 | -203.1[fluorescence artefact?]
CC1(C)C(c2ccccc2)=NC(c2ccccc2)N1O (configuration not stated) | -10.8 | 1.01 | 1.07 | -1.2 | · | 74.2 | 7.1 | -1.1 | -0.3
O=C(C1CCN(S(=O)(=O)N2CCC3(CC2)OCCO3)CC1)N1CCN(Cc2ccccc2)CC1 | 6.7 | 0.99 | 1.06 | 0.4 | -11.4 | 95.3 | -4.6 | -0.3 | 1.1
COc1ccc2c(c1)c(C(O)CN1CCC3(CC1)OCCO3)c(C)n2C (configuration not stated) | 0.1 | 1.05 | 1.19 | -1.2 | -13.4 | 91.3 | 10.4 | 0.6 | -4.1
O=c1c2ccccc2nc2n1CCS2 | 2.2 | 1.04 | 1.1 | -0.2 | -18.1 | 91.6 | 3.7 | 0.1 | 1.9
CC(=O)NCCSCCNC(C)=O | -3.0 | 1 | 1.08 | 0.3 | -0.1 | 100.9 | -12.4 | 3.5 | -4.3
CCCCC(CC)C(=O)NCCc1ccc(S(N)(=O)=O)cc1 (configuration not stated) | -8.8 | 1.03 | 1.09 | -1.1 | · | 91.0 | -6.6 | 0.9 | 3.2
CN(C)c1ccc(NC(=S)c2ccccn2)cc1 | -21.2 | 1.05 | 1.04 | 0.0 | -14.9 | 110.5 | -13.5 | -0.7 | 7.1
O=C(c1cc(-c2cccs2)on1)N1CCCCC1 | 1.1 | 0.98 | 1.16 | -0.8 | -1.9 | 81.5 | -0.6 | 0.0 | 3.7
CC(=O)Oc1ccc(NC(=O)C2CCCCC2)c(C(=O)O)c1 | -8.6 | 1.05 | 1.2 | -1.1 | · | 81.3 | -12.9 | -0.4 | -11.2
c1ccc(Cn2c(SCc3nc4ccccc4s3)nnc2-c2ccco2)cc1 | -6.1 | 0.99 | 1.1 | -0.3 | -44.6 | 110.4 | -4.2 | 0.1 | 1.2
N#CC12C(N)=NC3(OCCO3)C1(C#N)C1=C(CCC1)NC2c1ccccc1 (configuration not stated) | 0.4 | 1.02 | 1.26 | -1.2 | -5.6 | 96.7 | 15.5 | 0.3 | -12.5
CC1(C)C=Cc2c(c3ccccc3[nH]c2=O)O1 | 5.2 | 1.09 | 1.32 | -0.8 | -5.5 | 104.5 | 10.6 | -0.3 | 2.6
CC(=O)[C@H]1CC[C@H]2[C@@H]3CCC4=CC(=O)CC[C@]4(C)[C@H]3[C@H](O)C[C@]12C | 5.6 | 0.99 | 1.02 | -3.9 | -14.5 | 130.4 | · | -0.1 | 5.2
O=C(CCC(=O)N1CCc2ccccc21)Nc1ccccc1 | -8.1 | 0.96 | 1.06 | -1.0 | 0.7 | 106.0 | -2.7 | 0.8 | 3.8
CCn1c(SCC(=O)c2cc(OC)ccc2OC)nc2c1c(=O)n(C)c(=O)n2C | 1.0 | 1 | 1.03 | -0.8 | -19.2 | 108.1 | 0.4 | 1.0 | -3.3
CCOC(=O)c1cnc(SCC(=O)NCc2cccs2)nc1N | -3.1 | 0.99 | 1.11 | -1.3 | -6.4 | 91.5 | -1.1 | -0.1 | 8.9
Clc1ccc(-c2noc(COc3ccccc3)n2)cc1 | -6.9 | 1.02 | 1.02 | -0.5 | -4.5 | 96.0 | -8.1 | 1.3 | 4.2
Cc1cccn2c(=O)c3cc(C(=O)NCc4ccco4)c(=N)n(CCc4ccccc4)c3nc12 | -14.1 | 1.04 | 3.78* | 0.8 | -52.3 | 68.2 | 2.4 | 2.0 | -217.3[fluorescence artefact?]
CC(C)N1C(=O)CCC1C(=O)N1CCN(c2ccccn2)CC1 (configuration not stated) | 0.7 | 1.04 | 1.14 | -0.9 | -7.8 | 95.7 | -13.8 | 0.9 | -5.2
Cc1cc(C)nc(SCC(=O)NCc2ccco2)n1 | 7.6 | 1.06 | 1.1 | -0.3 | · | 90.2 | 12.0 | -0.2 | 1.5
C#CCOc1ccc(Cl)cc1/C=N/O | 7.8 | 1 | 1.18 | -1.2 | -19.4 | 69.5 | -3.1 | 0.4 | 3.5
COc1ccccc1N(CC(=O)Nc1cc(C)on1)S(=O)(=O)c1cccs1 | -5.0 | 1.01 | 1.1 | -0.2 | 20.9 | 80.3 | 14.9 | 0.5 | 1.8
Cc1cc(N2CCCCC2)nc(SCC(=O)c2ccccc2)n1 | 9.6 | 0.99 | 1.04 | -1.2 | -9.5 | 73.8 | 13.9 | -0.9 | 0.5
CCc1ccc(NC(=O)c2cc(C(C)C)on2)cc1 | -7.2 | 1.02 | 1.06 | 0.1 | 23.2 | 95.8 | 13.8 | -0.1 | 0.6
CCOC(=O)Cn1c2c(c(-c3ccccc3OC)cc1=O)CCCC2 | -4.6 | 1.01 | 1.06 | -0.4 | 9.9 | 105.4 | 17.8 | -0.4 | 2.2
CCOc1ccccc1NC(=O)Cn1nnc(C(=O)Nc2ccc(C)cc2)c1N | -2.4 | 1.01 | 1.12 | -0.3 | 5.0 | 107.5 | -6.4 | -0.4 | -4.1
OCc1ccccc1N=c1ssnc1Cl | -4.5 | 1.04 | 1.14 | -1.9 | 9.4 | 114.8 | 19.7 | -0.8 | 2.2
O=C(CSc1n[nH]c(-c2ccncc2)n1)c1ccccc1 | -4.8 | 1.03 | 1.1 | 1.1 | -14.2 | 75.9 | -4.5 | 0.2 | -1.1

Full records, looked up by structure. Order of screens: HTR1E antagonist, A340 absorber, Autofluor 339, S1P3 agonist, S1P1 ag pot, HER2 expr 66K, 5HT1a antag, 5HT1E ag, MMP13 inh
OCc1ccccc1N=c1ssnc1Cl in the list: -4.5, 1.04, 1.14, -1.9, 9.4, 114.8, 19.7, -0.8, 2.2
CC(C)N1C(=O)CCC1C(=O)N1CCN(c2ccccn2)CC1 (configuration not stated) in the list: 0.7, 1.04, 1.14, -0.9, -7.8, 95.7, -13.8, 0.9, -5.2

(list continues)
SMILES | HTR1E antagonist | A340 absorber | Autofluor 339 | S1P3 agonist | S1P1 ag pot | HER2 expr 66K | 5HT1a antag | 5HT1E ag | MMP13 inh
CNc1nc(C)c(C(=O)OCC(=O)OC)s1 | 5.8 | 1.06 | 1.06 | -0.4 | -24.0 | 121.0 | 4.8 | -0.5 | -0.8
COC(=O)c1[nH]c2cccc(OC)c2c1NC(=O)CCN1CC(C)CC(C)C1 (configuration not stated) | 6.1 | 1.06 | 2.69* | -1.0 | 9.4 | 90.8 | 19.7 | -1.0 | -18.6
CC(C)(C)NC(=O)c1sccc1C(=O)O | 0.2 | 1.02 | 1.14 | · | · | 90.4 | 1.6 | -1.0 | 4.0
COc1ccc(-c2cc(C(F)(F)F)n3nc(C(=O)N4CCOCC4)c(Cl)c3n2)cc1 | 17.8 | 1.09 | 1.17 | -1.9 | -31.6 | 111.8 | -8.0 | 0.1 | -3.3
CC(C)Oc1cc(O)c2c(=O)c(-c3ccc(O)cc3)coc2c1 | 3.8 | 1.03 | 1.08 | -0.6 | 106.9* | 82.3 | 10.8 | 1.1 | 0.7
CC(C)(C)c1nc(SCC(=O)NCc2ccco2)c2ccccc2n1 | 15.7 | 1.05 | 1.08 | -0.7 | 22.6 | 86.4 | 17.5 | -1.4 | 2.5
Clc1ccc(-c2nn3c(-c4cccc(Cl)c4)nnc3s2)cc1 | -3.5 | 1.05 | 1.08 | 0.0 | 9.9 | 72.5 | · | -0.1 | 2.9
CCc1nc(Nc2ccncc2)c2oc3ccccc3c2n1 | 4.0 | 1.21 | 2.04* | -0.7 | 6.5 | 60.5 | 15.3 | -0.5 | -36.7
CCOc1ccc(OCC)c(NC(=O)C2CCN(S(=O)(=O)c3cccc4nonc34)CC2)c1 | -7.3 | 1.06 | 1.1 | · | · | 86.5 | -18.9 | 1.0 | -0.4
CCN1C(=O)CC(Sc2ccccc2N)C1=O (configuration not stated) | -1.0 | 1.01 | 1.08 | -0.8 | -23.4 | 49.3 | -0.8 | 0.3 | -0.7
O=C(c1ccco1)N1CCN(C(=O)c2ccc(Cn3cc(Br)cn3)o2)CC1 | 6.0 | 0.98 | 1.04 | · | · | 102.7 | -6.2 | 0.1 | 3.1

Screens: PubChem BioAssay, several laboratories
